Screening data from PubChem.
TCR activator: activates T cell receptor signaling; primary human leukocytes, anti-CD3, IL-2 HTRF, 48 h; Potency, µM (series often up to 9.22 µM), inactives show at the highest dose activation of IL-2 secretion, actives largely listed as activators; 330,000 tested, under 10 active; AID 504894; also: % of control where 0% means no effect
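Primary human leukocytes receive a-CD3 beads and test compound and are incubated 48 hr. Secreted IL-2 is then assayed by HTRF, measuring 665nm acceptor emission after 320nm excitation of the europium donor.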
ASM inhibitor: human S-ASM enzyme inhibition; placental ASM, HMU-PC fluorogenic substrate, 60 min; Potency, µM (highest dose often 57.5 µM), for inactives: at the top dose activity change, negative = inhibition, hits mostly inhibitors; 340,000 tested, 0.006% active; AID 504937; also: potency is read from the fitted curve at half-maximal effect
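Fluorescence read-out (Ex 386 nm, Em 447 nm) after stopping the reaction at pH 10. Enzyme: ASM from human placenta; substrate HMU-PC0, 9 uM final; 60 min, 37 °C. Compound preincubation 10 min, ambient temperature.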
Menin-MLL TR inh: displaces Texas Red mutant MLL peptide from human menin; O00255; Menin + Texas Red MLL mutant peptide, fluorescence polarization; Potency, µM (top dose mostly 61.6 µM), without a hit: at the highest dose FP activity change, negative = inhibition, usual class: inhibitors; 270,000 tested, 0.23% active; AID 1768; active = well fitted inhibition curve with a large enough effect in the polarisation, with a control signal flat, not every such curve was filed as active; inconclusive = small, poorly fitted or top-dose-only effect, or effect the other way, or a change in a side signal; inactive = no such curve, though single readings can be large or run the other way; the % refers to the polarisation; also: potency is read from the fitted curve at half-maximal effect; % of control where 0% means no effect; many of its hits are not listed in these tables
Target sequence (O00255 whole entry, looked up): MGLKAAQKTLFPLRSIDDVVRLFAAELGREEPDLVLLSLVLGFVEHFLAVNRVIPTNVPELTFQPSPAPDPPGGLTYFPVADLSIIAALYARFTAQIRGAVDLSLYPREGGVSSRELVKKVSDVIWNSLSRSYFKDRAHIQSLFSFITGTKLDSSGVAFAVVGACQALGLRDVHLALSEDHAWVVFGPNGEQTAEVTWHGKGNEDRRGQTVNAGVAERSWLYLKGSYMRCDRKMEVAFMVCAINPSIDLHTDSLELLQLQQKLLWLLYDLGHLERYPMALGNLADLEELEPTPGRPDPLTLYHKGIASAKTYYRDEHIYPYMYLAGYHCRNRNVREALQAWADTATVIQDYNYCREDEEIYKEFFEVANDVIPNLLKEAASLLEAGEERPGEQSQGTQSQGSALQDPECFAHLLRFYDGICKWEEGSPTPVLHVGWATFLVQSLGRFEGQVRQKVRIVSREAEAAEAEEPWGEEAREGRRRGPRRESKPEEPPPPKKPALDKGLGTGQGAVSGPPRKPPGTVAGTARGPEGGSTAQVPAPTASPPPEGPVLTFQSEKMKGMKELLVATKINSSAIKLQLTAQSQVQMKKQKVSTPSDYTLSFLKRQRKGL
MLL CXXC-DNA inh: inhibitors of human MLL CXXC domain-DNA interaction; Q03164; MLL-CXXC / FITC-HOXA9 DNA fluorescence polarization; Potency, µM (series often up to 115 µM), for inactives: at the highest dose activity change, negative = inhibition, usual class: inhibitors; 290,000 tested, 0.037% active; AID 2662; active = well fitted inhibition curve with a large enough effect in the polarisation, with a control signal flat, not every such curve was filed as active; inconclusive = small, poorly fitted or top-dose-only effect, or effect the other way, or a change in a side signal; inactive = no such curve, though single readings can be large or run the other way; the % refers to the polarisation; also: potency is read from the fitted curve at half-maximal effect
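Purified MLL-CXXC (added from a 7 uM solution) was preincubated 5 min at ambient with pinned compounds in 50 mM Tris-HCl pH 7.5, 50 mM NaCl, 1 mM DTT, 0.05% BSA. Fluorescein-labeled HOX-A9 DNA (50 nM solution) followed, 30 min, then polarization read.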
PTAP TSG101 blk: blocks PTAP/TSG101 interaction to inhibit HIV-1 budding. Q99816. AID 493005. 340,000 tested, under 10 active. Potency, µM (top dose mostly 115 µM), for inactives: at the top dose activity change, negative = inhibition, actives largely listed as inhibitors. Fluorescence polarization, FITC-PTAP peptide / Tsg101 binding; active = well fitted inhibition curve with a large enough effect in the main read-out, with a control signal flat, not every such curve was filed as active; inconclusive = small, poorly fitted or top-dose-only effect, or effect the other way, or a change in a side signal; inactive = no such curve, though single readings can be large or run the other way; also: potency is read from the fitted curve at half-maximal effect; % of control where 0% means no effect
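Compounds were pin-transferred onto Tsg101 binding domain (10 uM final) in HEPES pH 7.5 buffer, then FITC-PTAP peptide was added at 50 nM final. After 20 min at RT, polarization reported peptide displacement across a qHTS concentration series.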
TSHR antagonist: antagonists of human thyroid stimulating hormone receptor; TSHR-expressing cells, TSH-stimulated cAMP HTRF, 2 h; hits give low values; activity change, negative = inhibition, % at 11.5 µM; 330,000 tested, 0.2% active; AID 504810;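 active = activity change below a set negative limit, meaning inhibition stronger than a set level, cut at about -70% in these data; inconclusive = activity change between two set negative limits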; also: % is scaled to controls: 0 for no effect and ±100 for the full control effect
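Cell-based HTRF cAMP assay; TSHR cells + compound, TSH EC80 (4nM final), 2 h, 37 deg C. Lysis with anti-cAMP cryptate and cAMP-d2, 30 min RT, read 665/620 nm.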
a7 integrin act: integrin-mediated muscular dystrophy alleviation activation; alpha7betagal myoblasts, beta-gal FDG fluorescence, 48 h; 350,000 tested, 0.064% active; Potency, µM (titrated, usually from 38.3 µM), inactives show at the highest dose activation, most hits filed as activators;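 also: potency is read from the fitted curve at half-maximal effect; 100% = response of the positive control SU9516; nearly all actives have a fitted effect of over 60% in size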
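Alpha7betagal+/- myoblasts (passage 13) were plated 16-24 hr, then exposed to compounds (1:260 dilution of DMSO stock) for 48 hours at 37C. After MPER lysis, β-galactosidase reporter activity was read as FDG fluorescence (ex 480/em 540) after 30 minutes.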
AT treatment: candidate therapy for ataxia-telangiectasia | […] A-T fibroblasts, KAP-1 phosphorylation AlphaLISA; neocarzinostatin DNA damage 30 min before lysis | Potency, µM (titrated, usually from 57.5 µM), without a hit: at the highest dose activation, usual class: activators | 320,000 tested, 0.19% active; also: potency is read from the fitted curve at half-maximal effect; % of control where 0% means no effect; nearly all actives have a fitted effect of over 45% in size
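ATM-like activity read as KAP-1 phosphorylation via AlphaLISA donor/acceptor antibody pairs after lysis and 6 hr at 25C. Cells were ATM-null patient fibroblasts ([…], hTERT), dosed 60 min, then exposed to the DSB inducer NCS for 30 min.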
MBNL1-CUG inh: MBNL1-poly(CUG) RNA binding inhibition; AID 2675; TR-FRET MBNL1-His/biotin-(CUG)12 binding, 665/545 ratio; Potency, µM (doses to about 57.5 µM), for inactives: top-dose activity change, negative = inhibition, actives largely listed as inhibitors; Q9NR56; 280,000 tested, 0.036% active; active = well fitted inhibition curve with a large enough effect in the signal ratio, with a control signal flat, not every such curve was filed as active; inconclusive = small, poorly fitted or top-dose-only effect, or effect the other way, or a change in a side signal; inactive = no such curve, though single readings can be large or run the other way; the % refers to the signal ratio; also: potency is read from the fitted curve at half-maximal effect; % is scaled to controls: 0 for no effect and ±100 for the full control effect
Target sequence (Q9NR56 whole entry, looked up): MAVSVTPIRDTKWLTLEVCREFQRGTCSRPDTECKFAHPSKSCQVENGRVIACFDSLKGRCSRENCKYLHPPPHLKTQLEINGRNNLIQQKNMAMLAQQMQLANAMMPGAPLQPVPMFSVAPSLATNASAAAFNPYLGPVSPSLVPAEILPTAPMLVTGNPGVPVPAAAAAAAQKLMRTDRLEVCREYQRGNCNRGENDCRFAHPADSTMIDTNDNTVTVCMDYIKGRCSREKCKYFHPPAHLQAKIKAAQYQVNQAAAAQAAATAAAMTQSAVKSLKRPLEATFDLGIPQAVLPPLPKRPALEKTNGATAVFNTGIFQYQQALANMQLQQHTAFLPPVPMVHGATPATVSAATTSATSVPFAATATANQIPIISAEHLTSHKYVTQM
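Inhibition of protein-RNA binding appears as loss of TR-FRET between terbium anti-His antibody on MBNL1-His and streptavidin-XL665 on biotin-(CUG)12. Activity is normalized to buffer-only and uninhibited-complex controls.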
Mito fusion act: inhibitors of mitochondrial division or activators of mitochondrial fusion | S. cerevisiae fusion-defective mutant growth rescue, CellTiterGlo 48 h | Potency, µM (highest dose often 46.1 µM), without a hit: top-dose growth rescue (activation), actives largely listed as activators | 320,000 tested, 0.23% active | AID 485298;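 also: potency is read from the fitted curve at half-maximal effect; % of control where 0% means no effect; nearly all actives have a fitted effect of over 45% in size; temperature-sensitive fusion mutants such as fzo1-1 at 37 °C on non-fermentable ethanol glycerol medium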
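S. cerevisiae fusion-defective temperature-sensitive mutants (e.g. fzo1-1, mgm1-5) grown 48 h at 37C in YPEG (ethanol/glycerol non-fermentable) medium with 23 nl compound per well; growth rescue read as CellTiterGlo luminescence.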
An asterisk follows results filed as active; ? = inconclusive; / = not tested or not shown; [ ] = another dose, or the depositor's remark. Unless noted, calls follow the shape of the dose curve; as a rule, active = well fitted curve in the direction sought with a large enough effect; inconclusive = small, poorly fitted or top-dose-only effect, or another doubt; inactive = no such curve, though single readings can be large; an effect the other way counts as inactive or inconclusive. Not all compounds are listed; count on the stated rates, not on these rows.

Below each compound – MLL CXXC-DNA inh	TCR activator	MBNL1-CUG inh	Mito fusion act	TSHR antagonist	AT treatment	ASM inhibitor	Menin-MLL TR inh	a7 integrin act	PTAP TSG101 blk
> COc1ccc(NC(NC(=O)c2ccc(OC)cc2)C(Cl)(Cl)Cl)cc1 (configuration not stated)
  12%	5%	6%	6%	3	2%	-2%	?	-34%	-3%
> CC(=O)c1c(C)[nH]c(C(=O)Nc2ccc(C)c(S(=O)(=O)N(C)C)c2)c1C
  ?	-2%	-1%	1%	28	8%	-2%	5%	?	-1%
> CC(C)NC1(C#N)CCN(Cc2ccccc2)CC1
  /	-5%	/	/	/	/	8%	/	3%	-8%
> Cc1[nH]c(=O)[nH]c(=O)c1NS(=O)(=O)c1ccc2c(c1)CCCC2
  -5%	16%	4%	0%	-6	-2%	5%	11%	19%	2%
> O=C(c1ccccc1NS(=O)(=O)c1cccs1)N1CCCC1
  9%	/	-7%	-3%	-8	-5%	0%	2%	17%	-6%
> Cc1nn(-c2ccccc2)c(Cl)c1C1C(C#N)=C(N)Oc2n[nH]c(C)c21 (configuration not stated)
  4%	-2%	-4%	-2%	-11	-3%	-1%	20%	-28%	5%
> CCCC1CCC(=C(C#N)C(N)=O)CC1 (configuration not stated)
  14%	-4%[46.1 µM]	-2%	-2%	4	4%	5%	-11%	3%	-3%
> Fc1ccc(CN2C3=NCCN3c3ccccc32)cc1
  ?	0%	-5%	-5%	-2	11%	-2%	/	-9%	5%
> O=C(Oc1ccc(-c2nnco2)cc1)N(c1ccccc1)c1ccccc1
  -4%	-4%	8%	14%	-10	3%	-5%	0%	14%	-4%
> NC(=O)CC(NC(=O)c1ccccc1)c1ccc(N2CCN(c3ccccc3)CC2)c([N+](=O)[O-])c1 (configuration not stated)
  -6%	-1%	15%	0%	3	-24%	-4%	?	-8%	-3%
> O=C(COC(=O)C1CC(=O)N(Cc2ccco2)C1)Nc1nc(-c2ccc(F)cc2)cs1 (configuration not stated)
  /	0%	/	/	8	-2%	-4%	/	17%	-1%
> COCCN(C(=O)CSc1nnc(-c2cccs2)n1N)c1c(N)n(Cc2ccccc2)c(=O)[nH]c1=O
  8%	-1%	-4%	1%	-7	-6%	2%	/	-17%	-7%
> Cc1cc(NC(=O)CN2CCN(c3cccc(Cl)c3)CC2)no1
  3%	-1%	/	1%	-6	3%	2%	-10%	-54%[inhibitor]	-2%
> COc1ccc(-c2ccc(SCC(=O)c3ccccc3)nn2)cc1OC
  6%	0%	0%	1%	16	-1%	-3%	17%	-34%	-3%
> COc1ccc(-c2nnc(SCC(=O)NC(=O)NCc3ccco3)o2)cc1
  14%	/	-1%	-2%	-7	0%	-2%	?	-3%	-4%
> C/C(N)=C(/C#N)C(=O)COC(=O)C1CSC2(c3ccc(F)cc3)CCC(=O)N12 (configuration not stated)
  0%	-1%	-3%	0%	-4	-10%	7%	0%	2%	-9%
> Cc1ccc(NC(=O)c2ncn(CCCNCCCN3CCCC3=O)n2)cc1C
  /	3%	/	/	/	/	1%	/	37%	3%
> CC(=O)C[C@H](O)CC(=O)[C@H]1OC(=O)[C@@H](C)CCCCc2ccccc21
  /	4%	/	/	-2	24%	3%	/	-20%	0%
> COc1ccc(-c2cn(-c3ccccc3)c(=S)[nH]2)cc1OC
  6%	0%	5%	-23%	-2	-9%	0%	23%	-8%	-1%
> CC(C)CN(CC(C)C)C(=O)Nc1cccc([N+](=O)[O-])c1
  4%	/	15%	3%	-3	-4%	1%	-7%	2%	-2%
> Nc1ccccc1S(=O)(=O)c1ccccc1N
  -2%	1%	2%	-2%	7	6%	2%	5%	2%	-6%
> CCOC(=O)c1cccc(NC(=O)CN(c2ccc(C)cc2)S(=O)(=O)c2c(C)noc2C)c1
  20%	-2%	-9%	4%	-29	5%	-23%	1%	0%	-6%
> CCc1c(C)c2ccc(OCC(N)=O)cc2oc1=O
  -4%	3%	8%	5%	4	3%	4%	3%	13%	-6%
> CCCCCOc1ccc(C(=O)NC(C(=O)O)C(C)C)cc1 (configuration not stated)
  4%	-3%	4%	7%	-5	2%	4%	5%	-14%	-5%
> Clc1ccc(-c2c[n+](Cc3ccc(Cl)cc3Cl)c3n2CCCCC3)cc1
  -11%	-133%	-3%	-4%	8	9%	-1%	/	41%	0%
> O=C(Nc1ccc(Cl)c(Cl)c1)C1CCN(C(=O)c2ccco2)CC1
  /	3%	/	17%	-20	-14%	-1%	/	-10%	-1%
> COc1cccc(C2/C(=C(\O)c3ccc4c(c3)OCCO4)C(=O)C(=O)N2Cc2cccnc2)c1 (configuration not stated)
  1%	-7%	12%	2%	18	-4%	1%	/	9%	-3%
> O=C1CCN(Cc2ccco2)C(=S)N1
  /	-1%	/	/	/	/	4%	/	-3%	-2%
> CCn1c2ccccc2c2cc(CNCCCN3CCOCC3)ccc21
  ?	/	-15%	-16%	0	4%	4%	?	-82%[inhibitor]	-3%
> COc1ccc(C(C)=O)cc1COC(=O)c1c(C)nn(-c2ccccc2)c1C
  12%	3%	-3%	17%	-12	-3%	-10%	?	8%	-2%
> O=C(/C=C/c1ccco1)Nc1ccc2c(c1)OCO2
  -4%	3%	?	1%	18	7%	-3%	30%[activator]	23%	-7%
> COc1cccc(C2=Nn3c(nnc3-c3ccccc3O)SC2)c1
  16%	2%	3%	4%	-14	0%	-4%	?	-6%	-1%
> c1ccc(CCCCNCC2COc3ccccc3O2)cc1 (configuration not stated)
  12%	-37%	2%	-4%	4	8%	-1%	-24%	-10%	-8%
> c1ccc(N2CCN(c3nc4ccccc4n4nnnc34)CC2)cc1
  34%[activator]	9%	-1%	21%	-15	7%	-3%	-2%	21%	-8%
> N#Cc1c(SCC(=O)Nc2nccs2)nc2c(c1-c1ccco1)CCCC2
  17%	-14%	5%	-2%	-9	3%	-1%	?	16%	0%
> Nc1ccc(C(=O)OCC(=O)N2CCN(C(=O)c3ccco3)CC2)cc1[N+](=O)[O-]
  2%	2%[46.1 µM]	?	-3%	30	-12%	-2%	-2%	2%	-1%
> Cc1ccccc1C(=O)NCc1nnc(SCC(=O)N2CCN(c3ccccc3)CC2)n1C
  2%	-4%	0%	-5%	0	-3%	-1%	/	0%	-2%
> O=C(OCC(=O)c1ccc[nH]1)c1ccc2ccccc2n1
  0%	9%	29%	1%	-2	3%	1%	-21%	-10%	-3%
> CCC(Oc1ccc2c(=O)c(-c3ccccc3OC)coc2c1)C(=O)OCc1ccccc1 (configuration not stated)
  -5%	-3%[46.1 µM]	/	7%	-11	1%	-5%	-14%	-10%	-3%

Entries shown so far that contain fluorine (3):
Below each compound – MLL CXXC-DNA inh	TCR activator	MBNL1-CUG inh	Mito fusion act	TSHR antagonist	AT treatment	ASM inhibitor	Menin-MLL TR inh	a7 integrin act	PTAP TSG101 blk
> Fc1ccc(CN2C3=NCCN3c3ccccc32)cc1
  ?	0%	-5%	-5%	-2	11%	-2%	/	-9%	5%
> O=C(COC(=O)C1CC(=O)N(Cc2ccco2)C1)Nc1nc(-c2ccc(F)cc2)cs1 (configuration not stated)
  /	0%	/	/	8	-2%	-4%	/	17%	-1%
> C/C(N)=C(/C#N)C(=O)COC(=O)C1CSC2(c3ccc(F)cc3)CCC(=O)N12 (configuration not stated)
  0%	-1%	-3%	0%	-4	-10%	7%	0%	2%	-9%
